# From PubChem
# SKN-1 inh – suppressors of acrylamide-induced Pgst-4::GFP reporter in worms, primary screen, SKN-1 inhibitor project, whole organism, uHTS, GFP/RFP fluorescence ratio, strain VP596. C. elegans VP596 Pgst-4::GFP/RFP ratio, 24 h. inhibition, % at 21.8 µM. hit rate 0.49% among 360,000;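 active = interference check ratio from 0.5 to 1.5 plus GFP to RFP signal ratio inhibition reaching or exceeding a fixed threshold, cut at about 30% in these data, passing the limit was not always enough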; also: some compounds called inactive have numbers as strong as hits
# NadD inh – inhibitors of S. aureus NadD, primary screen, biochemical, colorimetric, uHTS; inhibition, % at 20 µM; AID 602399, 2012; Nicotinate-nucleotide adenylyltransferase NadD (Staphylococcus aureus N315); hit rate 0.78% among 360,000; purified NadD enzyme, colorimetric absorbance read-out; in the data active = inhibition above about 26%; also: some compounds past the cut are filed as inactive
# Neddylation inh – inhibitors of cullin neddylation, primary screen, biochemical, TR-FRET, uHTS, NAE and Ubc12 | NEDD8-conjugating enzyme Ubc12 (Homo sapiens) + NEDD8-activating enzyme E1 regulatory … | calls only at 25 µM | hit rate 0.58% among 360,000 | AID 651699, 2012; in the data active = inhibition above about 36%
# Rin1-Abl PPI inh – inhibitors of Rin1-Abl protein binding, primary screen, biochemical, TR-FRET; Tyrosine-protein kinase ABL1 (Homo sapiens) + Ras and Rab interactor 1 (Homo sapiens), …; inhibition, % at 7.35 µM; hit rate 0.4% among 360,000; AID 588664, 2011; in the data active = inhibition above about 5%, passing the limit was not always enough
# FAS TE block – FAS thioesterase domain inhibitors, primary screen, biochemical, fluorescence intensity, uHTS; inhibition, % at 15 µM; hit rate 0.67% among 360,000; recombinant FAS-TE, OMFH fluorogenic substrate, fluorescence endpoint; Fatty acid synthase (Homo sapiens), P49327;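 active = compounds whose normalised, plate-corrected inhibition of enzyme fluorescence in the single-dose primary screen is 50% or more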;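 also: 0% = DMSO with enzyme and 100% = substrate without enzyme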
# Rpn11 inh – Rpn11 (PSMD14) deubiquitinase inhibitors, primary screen, biochemical, fluorescence polarization, uHTS; human 26S proteasome, Ub4-pepOG fluorescence polarization; 20S core pre-blocked with epoxomicin; hit rate 0.59% among 360,000; calls only at 20 µM; 26S proteasome non-ATPase regulatory subunit 14 (Homo sapiens), O00487; AID 588493, 2011;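 active = inhibition at 20 µM, scaled to each plate's controls, above about 33%, limit read from the data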
# Target sequence (O00487 whole entry, looked up): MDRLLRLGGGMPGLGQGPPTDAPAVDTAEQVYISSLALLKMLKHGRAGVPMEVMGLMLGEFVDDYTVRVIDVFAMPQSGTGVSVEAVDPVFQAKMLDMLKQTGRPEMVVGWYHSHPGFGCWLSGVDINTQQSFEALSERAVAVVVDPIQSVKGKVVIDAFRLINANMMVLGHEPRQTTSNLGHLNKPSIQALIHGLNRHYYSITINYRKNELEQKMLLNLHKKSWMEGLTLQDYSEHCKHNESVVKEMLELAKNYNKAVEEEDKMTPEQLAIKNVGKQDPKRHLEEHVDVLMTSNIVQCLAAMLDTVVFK
# CSN inh – inhibitors of CSN-mediated cullin deneddylation, primary screen, biochemical, fluorescence polarization, uHTS; AID 651999, 2013; hit rate 0.38% among 360,000; COP9 signalosome complex subunit 5 (Homo sapiens), Q92905; inhibition, % at 12.5 µM; Purified CSN, SCF-Nedd8-OG deneddylation;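 active = pattern-corrected inhibition above about 35%, with an unprinted fluorescence ratio check between 0.5 and 1.5, limit read from the data, passing the limit was not always enough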;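 also: 0% = enzyme with substrate and 100% = substrate without enzyme; some results filed as inactive read as strong as hits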
#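 Test system: purified human Csn5 enzyme expressed in HEK293T cells. Amount: 0.24 nM enzyme. Reagent: SCFSkp2-Nedd8OG substrate at 10 nM final. Schedule: 90 min incubation of compound, enzyme and substrate at room temperature. Detection: fluorescence polarization. Read-out: % inhibition of substrate cleavage by Csn5.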
# MT1-MMP act inh – blockers of MT1-MMP proenzyme processing, primary screen, HT1080 RFP-PRO-GFP cells, GFP/RFP fluorescence; GFP/RFP ratio fluorescence, overnight; percent of plate control window, DMSO zero; hit rate 0.061% among 360,000; GFP/RFP ratio change, % at 20 µM;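 active = GFP/RFP ratio change of at least 30% with cell ATP level not reduced by more than half and red fluorescence within 50% of control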; also: strong numbers were not always called active
#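 Test system: HT1080 cells expressing an RFP-PRO-GFP fluorescent reporter construct / Compound dosing: single-point 20 µM compound, 1% DMSO / Schedule: cells overnight before dosing, compound overnight, 37 °C, 5% CO2 / Evaluation: GFP/RFP fluorescence ratio / Control set: DMSO and RFP-L50D-GFP cell wells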
# MLLE-PAM2 inh – inhibitors of PABP1 MLLE–PAM2 peptide binding, primary screen, biochemical, fluorescence polarization, FITC-PAM2, GST-MLLE | inhibition, % at 20 µM | hit rate 0.36% among 360,000; in the data active = inhibition above about 35%, passing the limit was not always enough;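 also: plate controls were DMSO wells with GST-MLLE for no effect and wells lacking GST-MLLE protein for full effect; some results filed as inactive read as strong as hits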
# Target sequence (P11940 whole entry, looked up): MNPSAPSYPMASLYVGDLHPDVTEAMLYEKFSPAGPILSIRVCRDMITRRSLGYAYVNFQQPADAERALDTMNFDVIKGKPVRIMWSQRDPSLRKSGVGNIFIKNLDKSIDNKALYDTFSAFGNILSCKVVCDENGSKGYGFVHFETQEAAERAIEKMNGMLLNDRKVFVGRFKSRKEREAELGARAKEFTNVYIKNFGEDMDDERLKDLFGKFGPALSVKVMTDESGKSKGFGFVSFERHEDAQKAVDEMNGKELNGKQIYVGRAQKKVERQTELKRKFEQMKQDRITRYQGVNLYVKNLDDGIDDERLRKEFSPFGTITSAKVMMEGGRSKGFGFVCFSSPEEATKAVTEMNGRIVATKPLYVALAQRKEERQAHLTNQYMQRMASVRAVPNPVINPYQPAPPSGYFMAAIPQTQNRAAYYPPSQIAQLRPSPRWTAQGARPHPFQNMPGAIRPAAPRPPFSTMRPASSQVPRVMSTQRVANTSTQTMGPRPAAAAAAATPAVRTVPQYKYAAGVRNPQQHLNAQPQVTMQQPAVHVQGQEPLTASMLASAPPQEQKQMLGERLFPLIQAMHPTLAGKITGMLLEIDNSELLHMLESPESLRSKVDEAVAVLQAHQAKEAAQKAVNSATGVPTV
# An asterisk follows results filed as active; i = inactive; · = no result given.
SMILES,SKN-1 inh,NadD inh,Neddylation inh,Rin1-Abl PPI inh,FAS TE block,Rpn11 inh,CSN inh,MT1-MMP act inh,MLLE-PAM2 inh
CCc1cc2c(NCCC(=O)O)ncnc2s1,0,10,i,1,-5,i,5,0,-8
Cc1cc(Cl)ccc1OCCCC(=O)N1CCCc2ccccc21,-1,7,i,1,31,i,3,-9,4
O=C(COc1ccc(Cl)cc1)NCc1nnc(SCC(=O)NC2CCCCC2)o1,-13,4,i,0,-5,i,3,9,-2
Cc1ccc(C)c(N2CCN(C(=O)c3csc(C)c3C)CC2)c1,13,-4,i,-1,12,i,-15,-10,12
Cc1nc2nc(-c3cccs3)[nH]c2cc1Br,9,-7,i,-7,3,i,2,-8,2
NC(=O)C1CCN(c2nc(-c3ccccc3F)cs2)CC1,10,-2,i,-1,-2,i,-1,5,5
NC(=O)C1CCN(C(=O)COc2cccc3cccnc23)CC1,-9,3,i,6,-2,i,-4,1,1
CC(C)c1ccc(C(=O)CSc2n[nH]c(-c3ccncc3)n2)cc1,10,0,i,0,-20,i,1,2,-10
CCOc1cc(S(=O)(=O)n2c(C)nc3ccccc32)ccc1F,-10,4,i,1,-4,i,-3,3,3
CCOC(=O)c1cc(-c2ccc(C)o2)nn1CCC#N,-2,1,i,2,-2,i,1,0,8

# Reformatted as tab-separated lines: entries from further up.
canonical_smiles	SKN-1 inh	NadD inh	Neddylation inh	Rin1-Abl PPI inh	FAS TE block	Rpn11 inh	CSN inh	MT1-MMP act inh	MLLE-PAM2 inh
CC(C)c1ccc(C(=O)CSc2n[nH]c(-c3ccncc3)n2)cc1	10	0	i	0	-20	i	1	2	-10
CCOc1cc(S(=O)(=O)n2c(C)nc3ccccc32)ccc1F	-10	4	i	1	-4	i	-3	3	3

# The list goes on:
SMILES,SKN-1 inh,NadD inh,Neddylation inh,Rin1-Abl PPI inh,FAS TE block,Rpn11 inh,CSN inh,MT1-MMP act inh,MLLE-PAM2 inh
Clc1ccc2nc(CSCc3ccccc3)cn2c1,1,-7,i,-2,0,i,5,3,-10
CCOC(=O)Cc1nnc(NC(=O)CSc2nnc3c4ccccc4n(C(C)C)c3n2)s1,16,24,i,-11,18,i,5,-5,18
CC1NC(=S)N(Cc2ccccc2)C1=O (configuration not stated),-23,-7,i,4,-3,i,2,5,-3
Cc1ccc2nc(C(=O)N3CCc4c([nH]c5ccccc45)C3c3ccccn3)cn2c1 (configuration not stated),1,1,i,1,0,i,-3,-3,12
CC(=O)Nc1cccc(-c2ccnc3c2CC(C(=O)Nc2cccnc2)O3)c1 (configuration not stated),9,4,i,2,-3,i,0,1,-19
O=C(NCc1cccc(F)c1)C1CCC(=O)N(C2CCCC2)C1 (configuration not stated),8,-5,i,2,-2,i,2,-2,4
CC(C)C[C@H]1CNC(=S)N1CC1CCN(CCCCc2ccccc2)CC1,14,9,i,0,-10,i,6,3,-58
O=C(NCc1ccccc1Cl)c1cccc2c1C(=O)c1ccc(-c3ccc(OC(F)(F)F)cc3)cc1S2(=O)=O,5,23,i,4,0,i,0,-3,-28
COc1ccc(/C=C2\SC(=S)N(CCC(=O)NCCCN3CCOCC3)C2=O)cc1,8,-13,i,1,-2,i,6,-1,3
Cc1cc(N2CCN(Cc3ccc4c(c3)OCO4)CC2)n2ncnc2n1,7,-2,i,0,10,i,-1,-2,2
CCOC(=O)C1CCN(C(=O)/C=C/c2cc(OC)c(OC)c(OC)c2)CC1,7,1,i,-1,-8,i,-11,3,4
CC(C)(C)NC(=O)C(c1ccncc1)N(Cc1cccs1)C(=O)c1csnn1 (configuration not stated),10,-5,i,0,-1,i,5,0,5
N#CC1(NC(=O)COc2cc(F)ccc2[N+](=O)[O-])CCCCC1,12,1,i,-2,-7,i,-1,-2,-15
O=C(/C=C/c1ccc(O)cc1)c1ccc(NC2=C(N3CCCCC3)C(=O)c3ccccc3C2=O)cc1,2,23,i,-3,3,i,12,-38,12
CCCCCn1c(CNC(=O)CCC)nc2ccccc21,6,2,i,2,-2,i,2,3,-7
Cc1c(Cl)cccc1NC(=O)c1cc(-c2ccco2)on1,-2,3,i,0,1,i,9,-1,-12
COc1cc(/C=N/NC(=O)NC23CC4CC(CC(C4)C2)C3)ccc1O,-6,-5,i,3,30,i,1,1,8
CC1CCN(C(=O)CSc2nnc3c(n2)[nH]c2ccccc23)CC1,24,-3,i,-3,-1,i,0,-3,15
O=c1n(Cc2ccccc2Cl)c2sc3c(c2c2ncnn12)CCCC3,8,7,i,1,-2,i,0,2,-3
O=C1CC(Nc2ccccc2)C(=O)N1c1ccc(N2CCOCC2)cc1 (configuration not stated),-23,1,i,-1,-12,i,7,-5,13
Cc1cn(C)c(=O)n(C)c1=O,14,4,i,-1,-1,i,-2,3,9
COc1ccc(-c2nnc(SCC(=O)N3CCCc4ccccc43)o2)cc1OC,-6,1,i,-2,6,i,-1,8,-14
Cc1cc(C(=O)OCC(=O)N(C)C2CCS(=O)(=O)C2)c(C)n1-c1ccccc1 (configuration not stated),0,-4,i,-3,-2,i,0,8,2
Cc1ccc(NC(=O)c2cc3ccccc3o2)cc1S(=O)(=O)N(C)C,-28,-1,i,1,11,i,3,10,-3
Cc1ccc(C(=O)Nc2nc(COc3ccccc3)cs2)s1,4,0,i,3,23,i,0,-26,1
O=[N+]([O-])c1cccc(C2Nc3ccccc3CO2)c1 (configuration not stated),23,-3,i,-1,4,i,-7,1,-14
COc1ccc(-c2nc(C(F)(F)F)c(OC)o2)cc1OC,8,-9,i,2,-5,i,-9,2,1
CC(C)(C)c1ccc(C(=O)Nc2nonc2-c2nc3ccccc3[nH]2)cc1,-9,55*,i,0,0,i,3,7,-8
O=C(Nc1ccccc1)C1=C[C@@H](C2CCCCC2)C[C@@H](OCc2ccc(CO)cc2)O1,6,-5,i,-2,22,i,3,8,-2
Cc1nn(-c2ccc(N3CCCCC3)nn2)c(C)c1CCC(=O)Nc1cccc(F)c1,14,12,i,-1,7,i,-4,2,6
Nc1nc(N)nc(-c2cccc(Br)c2)n1,12,0,i,0,-4,i,-2,-6,-6
O=[N+]([O-])c1cc(S(=O)(=O)Nc2ccccc2)ccc1N1CCN(c2ccccc2)CC1,-5,13,i,0,24,i,0,7,2
Cn1ccnc1SCC(=O)c1ccc2ccccc2c1,11,-9,i,1,-6,i,7,1,-149
COc1ccc(/C=C/C(=O)Nc2cccc(C(C)=O)c2)cc1,9,-7,i,-3,-1,i,-1,9,-6
c1cc2c(c(CC3CO3)c1CC1CO1)OCCOCCOCCOCCO2 (configuration not stated),10,-5,i,0,-6,i,-4,-3,3
O=C(CNS(=O)(=O)c1cccc2nsnc12)NCCc1ccccc1,9,-1,i,1,-4,i,-2,-3,-1
CC(C)(C)c1ccc(O)c(/C=N\O)c1,24,-4,i,0,-73,i,-4,1,-1
CC(C)C(=O)Nc1ccc(C(=O)N2CCCCCC2)cc1,-6,0,i,1,-6,i,-2,3,4
COc1ccccc1C(=O)N/N=C(\C)CC(=O)Nc1ccc2c(c1)OCCO2,-1,-2,i,-1,-2,i,-3,-2,-9
COc1ccc(CCC(C)Nc2ccccc2F)cc1 (configuration not stated),0,-4,i,-2,33,i,-2,0,1
COc1ccc(N(CN2C(=O)c3ccccc3C2=O)C(=O)COc2ccc(Cl)cc2Cl)cc1,8,-7,i,0,26,i,2,-2,0
O=C(O)c1ccc(NS(=O)(=O)/C=C/c2ccccc2)cc1O,20,-2,i,-1,-2,i,-3,-1,-1
CCCCc1ccc(NC(=O)COCC)cc1,15,-4,i,-3,2,i,6,-1,7
CCCCC1OC2(C)OC(=N)C1(C#N)C(C#N)(C#N)C2c1ccccc1 (configuration not stated),44*,0,·,0,3,i,-29,-7,17
CC1CCCCN1Cc1ccc(N)cc1 (configuration not stated),-9,0,i,1,-7,i,0,1,-6
COC(=O)c1ccc(CNC(=O)COC(=O)CCC(=O)c2ccc(F)cc2)cc1,2,-12,i,2,0,i,-7,4,1
CC(C)CN(C(=O)CCC(=O)OCC(=O)c1ccc(F)c(F)c1)c1c(N)n(CC(C)C)c(=O)[nH]c1=O,-2,2,i,-1,4,i,-4,1,-6
Cc1ccccc1-c1nc2cc(NC(=O)C3CC3)ccc2o1,16,-3,·,-3,9,i,0,0,5
CCCCN(C)CCCNC(=O)CN1C(=O)COc2ccc(S(=O)(=O)N3CCOCC3)cc21,-10,-3,i,-3,-7,i,1,0,18
CCc1ccc(NC(=O)CCC(=O)Nc2nnc(C(F)(F)F)s2)cc1,11,2,i,3,8,i,-1,0,0

# (more compounds)
SMILES,SKN-1 inh,NadD inh,Neddylation inh,Rin1-Abl PPI inh,FAS TE block,Rpn11 inh,CSN inh,MT1-MMP act inh,MLLE-PAM2 inh
CN(O)/C=C/C(=O)c1ccc(Br)cc1,13,7,i,-2,-6,i,2,-2,4
NC(=O)NC(=O)CSc1nnc(-c2ccc(Cl)cc2)n1CC1CCCO1 (configuration not stated),-11,4,i,4,-7,i,-2,-1,-1
CC(=O)N1CCN(C(=O)c2ccc(Cl)c(S(=O)(=O)N3CCc4ccccc43)c2)CC1,9,2,i,4,-6,i,-1,4,-2
O=C1/C(=C/c2ccccc2Cl)SC(=S)N1CCCC(=O)N(CCO)c1ccccc1,8,-5,i,2,56*,i,2,-1,14
O=C(NC1CC2CCCC(C1)N2C(=O)Nc1ccccc1F)C1CC1 (configuration not stated),13,2,i,-2,-4,i,3,-3,0
COc1ccc(CC(=O)Nc2ccc3c(c2)CCC3)cc1,1,-6,i,-3,-6,i,-6,4,-7
COC(=O)c1c(C(=O)OC)c2cccc3cc(-c4ccccc4)c4ccc1c4n32,22,10,i,-3,16,i,-17,-5,11
COCCCNC(=O)C1CC(=O)N(CCc2ccc(F)cc2)C1 (configuration not stated),21,1,i,-2,-6,i,-4,0,0
Cc1ccc(C)c(-c2nnc(NC(=O)Cc3ccc(F)cc3)o2)c1,-13,2,i,-2,-6,i,-2,5,0
O=C(N=C1SC2CS(=O)(=O)CC2N1c1ccc(F)c(Cl)c1)C1CCCO1 (configuration not stated),19,-2,i,2,-6,i,5,-1,13
Cc1nc(CCNC(=O)C2CCC(=O)N(Cc3ccc(Cl)cc3)C2)sc1C (configuration not stated),-4,3,i,0,-4,i,-5,-3,10
COc1ccc(N2CC(C)(C)[C@H](CC(=O)Nc3ccccc3)C2=O)cc1,-9,5,i,2,-5,i,-1,1,-7
COc1ccc(OC)c(-c2nc3ccccc3nc2-c2ccccc2)c1,-3,-6,i,-1,24,i,2,0,14
COc1ccc(C(O)c2nccn2Cc2ccccc2)cc1 (configuration not stated),-7,-6,i,-2,-6,i,-5,-1,-6
